NCOA1 inh = human NCOA1 inhibition; HEK293 GAL4-SRC1 luciferase reporter, luminescence; AID 588354; 360,000 tested, 0.12% active; inhibition, % at 3.6 µM; Q15788;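 active = inhibition above the campaign mean plus 3 SD, with each screening campaign given its own cutoff, cut at about 60% in these data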;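 note: 0% = DMSO treated cells and 100% = gossypol at 36 µM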
Target sequence (Q15788 whole entry, looked up, the tested form may be a part): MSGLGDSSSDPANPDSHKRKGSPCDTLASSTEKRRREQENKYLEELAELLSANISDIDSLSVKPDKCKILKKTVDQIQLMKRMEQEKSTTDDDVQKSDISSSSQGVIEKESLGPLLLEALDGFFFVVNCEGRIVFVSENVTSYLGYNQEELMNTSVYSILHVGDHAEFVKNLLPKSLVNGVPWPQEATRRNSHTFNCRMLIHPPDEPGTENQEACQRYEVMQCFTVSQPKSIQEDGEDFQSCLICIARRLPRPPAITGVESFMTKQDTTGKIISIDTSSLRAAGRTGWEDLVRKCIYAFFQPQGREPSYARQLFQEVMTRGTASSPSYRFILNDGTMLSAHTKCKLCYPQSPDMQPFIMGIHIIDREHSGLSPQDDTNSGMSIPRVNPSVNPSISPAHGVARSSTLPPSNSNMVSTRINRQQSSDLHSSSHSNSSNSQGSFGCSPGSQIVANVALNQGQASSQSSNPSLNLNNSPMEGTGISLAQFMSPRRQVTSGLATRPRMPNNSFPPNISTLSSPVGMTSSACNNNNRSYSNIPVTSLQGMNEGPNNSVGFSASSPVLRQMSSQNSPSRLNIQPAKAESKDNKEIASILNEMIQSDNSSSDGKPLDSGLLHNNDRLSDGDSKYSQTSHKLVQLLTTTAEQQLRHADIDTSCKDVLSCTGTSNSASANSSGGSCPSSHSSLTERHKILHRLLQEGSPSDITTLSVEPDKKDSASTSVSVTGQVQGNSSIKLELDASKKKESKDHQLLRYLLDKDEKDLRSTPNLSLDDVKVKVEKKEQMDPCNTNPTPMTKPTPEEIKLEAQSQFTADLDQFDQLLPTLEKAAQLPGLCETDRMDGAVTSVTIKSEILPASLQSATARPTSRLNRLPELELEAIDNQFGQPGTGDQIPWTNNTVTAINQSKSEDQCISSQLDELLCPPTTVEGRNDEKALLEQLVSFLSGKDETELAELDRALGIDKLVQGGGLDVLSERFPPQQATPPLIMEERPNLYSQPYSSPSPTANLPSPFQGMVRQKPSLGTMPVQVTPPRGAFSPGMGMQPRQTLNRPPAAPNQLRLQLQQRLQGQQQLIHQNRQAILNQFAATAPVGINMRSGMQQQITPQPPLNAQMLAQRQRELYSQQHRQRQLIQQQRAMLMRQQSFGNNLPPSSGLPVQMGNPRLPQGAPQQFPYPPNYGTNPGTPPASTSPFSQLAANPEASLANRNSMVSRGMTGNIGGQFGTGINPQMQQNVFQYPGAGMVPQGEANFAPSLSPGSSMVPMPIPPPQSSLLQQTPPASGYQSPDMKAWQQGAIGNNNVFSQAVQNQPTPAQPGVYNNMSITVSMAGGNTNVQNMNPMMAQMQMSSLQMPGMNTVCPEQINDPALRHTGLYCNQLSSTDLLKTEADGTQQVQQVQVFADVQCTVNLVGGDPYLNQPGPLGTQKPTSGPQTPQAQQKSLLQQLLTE
LRH-1 inv ag = suppresses constitutive activity of human LRH-1. inhibition, % at 3.6 µM. HEK293T StAR-luciferase reporter, LRH-1 transfected, 24 h. 360,000 tested, 0.13% active. AID 602396;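 active = inhibition above the mean inhibition of all tested compounds plus 3 SD, cut at about 73% in these data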;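 note: 0% = DMSO wells and 100% = reporter-only cells lacking LRH-1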
TWEAK-Fn14 inh = inhibitors of TWEAK-Fn14 interaction signaling; TWEAK-stimulated Fn14 reporter cells, luciferase luminescence, 8 h; 360,000 tested, 2% active; AID 1159606; inhibition, % at 10 µM; in the data active = inhibition above about 50%
Shn3 inh set2 = Schnurri-3 reporter inhibition in Clone20 osteoblasts; Clone20 osteoblast Shn3 3'UTR firefly luciferase, 24 h; inhibition, % at 12.5 µM; 360,000 tested, 0.52% active; AID 588674;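 active = mean inhibition of at least 75% with every replicate also reaching 75%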;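 note: 0% = median of neutral control wells and 100% = pilot-screen positive control compound; some compounds past the cut are filed as inactive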
TROY signal inh = inhibitors of TROY-dependent NF-kB signaling | Q293 LMP1-TROYcd NF-kB luciferase reporter, 4 h | inhibition, % at 10 µM | 360,000 tested, 0.98% active;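 active = compounds whose plate-normalised and pattern-corrected inhibition of the luciferase reporter signal at the single screening dose is 50% or more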
CF NFkB inh = cystic fibrosis NF-kB activation inhibition; KKLEB NF-kB-GFP reporter, PAF-induced, GFP fluorescence overnight; inhibition, % at 5 µM; 360,000 tested, 0.86% active;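 active = at least 50% inhibition at 5 µM, scaled per plate between neutral and stimulator controls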;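 note: PAF is a Pseudomonas aeruginosa culture filtrate used as stimulus; plate controls were PAF-stimulated DMSO wells for no effect and unstimulated DMSO wells for full effect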
KKLEB cytotox = counter-screen for CF NF-kB inhibitors: cytotoxicity; KKLEB CF airway cells viability, ATPlite luminescence, overnight; active compounds read low; cells stimulated with P. aeruginosa culture filtrate; activity change (cytotoxicity), % at 5 µM; 360,000 tested, 0.36% active;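 active = corrected activity change at or below -50% at 5 µM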
EBV LMP1 NFkB = reduces LMP1-driven NF-kappaB luciferase signal. LMP1-induced NF-kappaB luciferase reporter cells, luminescence. inhibition, % at 12.5 µM. 350,000 tested, 0.69% active. AID 504558; in the data active = inhibition above about 41%;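 note: 0% = neutral control wells and 100% = reference inhibitor control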
NR2F2 inh = NR2F2 (human) inhibition, primary screen | AID 686940 | 370,000 tested, 0.7% active | P24468 | inhibition, % at 8.6 µM | HEK293T NGFI-A luciferase reporter, luminescence;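 active = inhibition above a per-plate cutoff, mean inhibition of test wells between control levels plus 3 SD, cut at about 38% in these data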;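 note: cells cotransfected with COUP-TFII expression vector driving the NGFI-A reporter; 0% = median of COUP-TF2 test wells and 100% = reporter-only cells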
NCOA3 inh = human NCOA3 inhibition | Q9Y6Q9 | AID 588352 | HEK293 GAL4-SRC3 luciferase reporter, luminescence | 360,000 tested, 0.17% active | inhibition, % at 3.6 µM;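 active = inhibition above a per-campaign cutoff, the mean of all compounds plus 3 SD, cut at about 60% in these data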;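 note: 0% = DMSO-treated cells and 100% = gossypol-treated cells at 36 µM; higher means less SRC3-driven luciferase light from the GAL4 reporter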
C8 TRAIL sens = caspase-8 TRAIL sensitization | NB7+C8 cells + TRAIL, ATPlite viability luminescence | inhibition (viability loss, TRAIL sensitization), % at 10 µM | 360,000 tested, 1% active;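 active = compounds causing at least 50% loss of cell viability in the single-dose screen, relative to plate controls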
* marks the source's active call; other numbers are inactive results; x = not tested or not shown.

SMILES	NCOA1 inh	LRH-1 inv ag	TWEAK-Fn14 inh	Shn3 inh set2	TROY signal inh	CF NFkB inh	KKLEB cytotox	EBV LMP1 NFkB	NR2F2 inh	NCOA3 inh	C8 TRAIL sens
O=C(Cc1ccc(-n2c(=O)c3ccccc3n(Cc3ccc(F)cc3)c2=O)cc1)NCC1CCCO1 (stereo unspecified)	-13	-16	0	-5	16	2	10	5	-6	-3	-17
COc1ccc(CCNC(=O)c2ccc(N3CCCC3=O)cc2)cc1OC	2	5	-13	-5	-5	9	-7	-5	-4	-6	9
O=C(Nc1nc(-c2ccc(Cl)s2)cs1)c1ccco1	-48	-73	-1	-84	-35	-17	12	-41	-29	-63	-7
Cc1cc(C)nc(NC(=S)NC(=O)c2ccccc2)n1	-21	-8	-11	-3	-29	-7	3	-8	-17	-38	-1
Cc1ccc(C)c(N2CCN(C(=O)c3cc4ccccn4n3)CC2)c1	-5	16	-6	10	1	-6	4	-4	x	2	-4
O=C1CN(C(=O)c2cccc(S(=O)(=O)N3CCCC3)c2)c2ccccc2N1	10	1	12	-18	0	13	-12	3	-2	9	-13
CCCCN1C(=O)C2(OCCCO2)c2cccc(C)c21	16	-2	100*	-13	2	-5	6	-6	11	-5	2
C=CCN1CCN(c2ccncc2S(=O)(=O)N2CCOCC2)CC1	-5	-2	5	-16	4	0	-6	-13	-1	30	-17
CC(=O)OCC(=O)Nc1ccc(SC(F)F)cc1	-37	7	-26	13	-15	17	4	-2	-7	6	1
Cc1nn(-c2ccccc2)c2[nH]c(=O)c(CNc3ccc4c(c3)OCCO4)cc12	-1	-1	58*	30	66*	-9	10	2	-8	0	-18
O=C(COc1ccc(S(=O)(=O)N2CCOCC2)cc1)NCCN1CCOCC1	-4	5	20	4	14	-13	1	-6	6	15	-3
CSc1ccccc1NC(=O)c1cc(-c2ccc3c(c2)OCO3)on1	-25	-21	-5	-56	-21	5	-2	-20	5	-24	27
COc1cccc(N(CC(=O)NC2CCCCC2)C(=O)CCCC(=O)Nc2ccccn2)c1	10	0	-1	1	8	2	-6	5	-12	0	5
COc1c(F)c(F)c(C(=O)O)c(Nc2ccccc2C)c1F	-10	-8	0	-17	4	-4	-9	3	2	4	34
COc1ccc(Cn2ccnc2SCC(=O)Nc2nnc(C)s2)cc1	4	-10	-4	-4	-1	19	-2	1	6	-2	6
O=C(O)c1nn(-c2ccccc2)c(-c2ccccc2)c1C(=O)c1ccccc1	-19	-11	2	16	0	4	6	-7	-3	-3	3
O=S(=O)(O/N=C1\CCCc2ccccc21)c1ccc(Cl)cc1	5	-4	5	-4	-3	-7	9	-5	-1	-1	6
CCN(c1cccc(C)c1)S(=O)(=O)c1c(C)[nH]c(C)c1C(=O)N1CCCCC1	8	11	0	-2	5	11	5	5	6	-16	-2
CC(C)Oc1ccc(CNCC2(O)CCOC(C)(C)C2)cc1 (stereo unspecified)	-6	14	2	-2	-9	-1	-6	-1	-28	-7	-9
Cc1ccc(S(=O)(=O)N2CCCC(C(=O)NC3=NCCS3)C2)cc1 (stereo unspecified)	6	6	-6	-4	1	-3	-16	3	3	6	-9
CN(C)CCN(Cc1ccccc1)S(=O)(=O)c1csc(C(N)=O)c1	8	15	11	-17	-9	-6	1	-5	6	-23	-24
CC(/C=N/n1c(-c2ccco2)n[nH]c1=S)=C\c1ccccc1	3	16	5	-13	-5	3	4	-4	-1	16	-3
Cc1nnc(SCc2nc(N)nc(Nc3ccccc3)n2)s1	-36	-23	12	-55	-33	-16	1	-9	-17	-38	-14
Cc1cnc(NC(=O)c2cc3c(C)nn(Cc4ccccc4Cl)c3s2)s1	6	-17	-9	15	2	18	-22	-4	-5	-9	2
N#CCSc1nn(-c2ccc(F)cc2)c(=S)s1	1	-15	12	26	1	-3	0	-3	5	11	0
Cc1c(Cl)c([N+](=O)[O-])nn1CC(=O)N1CCN(C23CC4CC(CC(C4)C2)C3)CC1	-4	0	30	4	4	2	9	-7	-8	-15	9
N=C1/C(=C\c2ccc(SCc3ccccc3)o2)C(=O)N=C2SC(CC(=O)N3CCOCC3)=NN12	3	-9	1	-4	9	4	-4	6	8	5	-11
COc1cc2c(cc1OC)CN(C(=O)c1ccncc1)CC2	-2	-5	13	-12	-2	-2	-6	6	12	-9	7
CCOc1ccc(Br)cc1S(=O)(=O)Nc1ccc(N2CCOCC2)cc1	-5	8	-1	19	10	-19	6	-1	13	0	-2
COc1ccc(CCN2CC(C(=O)N(C)Cc3cccnc3)CC2=O)cc1OC (stereo unspecified)	6	8	-4	1	20	1	7	5	-11	-13	-3
Cc1cc(=O)n2[nH]c(=O)c(N=Nc3ccccc3)c2[nH]1	-1	8	2	-28	-2	-6	0	7	6	-1	-4
COc1ccc(-c2cc(C(=O)NCCN3CCOCC3)c3cc(C(C)C)ccc3n2)cc1	-9	6	-12	45	-6	-2	-7	-4	-12	1	1
O=C(/C=C/c1cccc(Br)c1)NCc1ccncc1	-1	13	1	5	-17	-9	-8	4	-10	-20	-6
Cc1ccn2c(Nc3ccccc3)c(-c3ccccn3)nc2c1	-44	2	22	85	1	27	-21	59*	8	-13	10
Cc1nc2ccccc2c(=O)n1NC(=O)c1ccc(C(C)(C)C)cc1	0	17	11	6	7	-20	12	-1	12	15	10
CCCCCCC(=O)N(O)C1CC(=O)N(c2ccc(C)cc2)C1=O (stereo unspecified)	5	11	-63	7	-1	25	-7	51*	27	16	-2
O=C(Nc1cccc(Cl)c1Cl)C1CCCO1 (stereo unspecified)	0	-13	0	-6	4	12	0	-1	14	1	-9
Cc1cnc(CN(C)C(=O)c2ccc3oc(Cc4ccccc4)nc3c2)[nH]1	10	-6	-6	0	-21	-13	-3	6	-3	-16	-5
O=C(CCNc1ccc(Cl)cc1)c1cccs1	-41	-70	-34	-30	-67	4	-2	-30	-15	-45	-7
Cc1ccc(/C=N/N2CCN(Cc3cccc4ccccc34)CC2)o1	-11	13	-11	7	-5	-25	2	-13	3	1	-3
O=C(Nc1cccc(F)c1)c1ccc(S(=O)(=O)NCC2CCCO2)cc1 (stereo unspecified)	9	1	30	22	8	3	0	2	4	-1	0
CCOC(=O)N1CCN(C(=O)CNC(=O)c2nn(-c3ccc(OC)cc3OC)c(=O)c3ccccc23)CC1	-23	-8	17	-13	-6	5	-5	-5	-10	-23	25
CCOc1ccc(NC(=O)CN(C)C(=O)c2ccc(OCC(=O)N3CCOCC3)c(OC)c2)cc1OCC	4	-14	-1	-7	-9	9	-3	-1	8	-5	-12
COc1ccc(NC(C)=O)cc1S(=O)(=O)NCc1ccc2c(c1)OCO2	3	10	13	-4	-1	-16	6	1	2	5	17
O=S(=O)(c1ccc(Cl)cc1)N1CCCc2ccccc21	10	3	-2	2	-13	2	2	2	8	10	-1
O=C(CNc1ccc2ccccc2c1)NNC1=NCCC1	-2	-4	5	7	8	-4	-8	0	10	-4	4
CC1=C(C(=O)N2CCCCC2)C(c2cccs2)C2=C(CCCC2=O)N1 (stereo unspecified)	6	-7	10	-5	12	-10	4	-13	-2	8	0
Cc1ccc(NC(=O)CSc2nnc(CSc3nc(C)cc(C)n3)n2Cc2ccco2)c(C)c1	2	7	17	21	5	7	0	33	10	19	4
CCC(C(=O)NC1CCCC1)N(Cc1ccc2c(c1)OCO2)C(=O)c1snc(C(N)=O)c1N (stereo unspecified)	3	13	5	2	-11	7	-2	3	x	12	8
CC(=O)Nc1ccc(S(=O)(=O)N(C)CC(=O)OC(C)C(=O)NC2(C#N)CCCCC2)cc1 (stereo unspecified)	-12	15	0	6	-7	24	-24	-14	-13	2	-5
COC(=O)[C@@]1(Cc2ccc(F)cc2)[C@H]2c3cc(C(=O)N(C)C)n(CCF)c3C[C@H]2CN1C(=O)c1ccccc1	x	5	6	x	2	x	x	x	22	x	6
O=C(COc1ccccc1)NNc1nc2c(F)cc(F)cc2s1	-1	-3	3	-7	7	6	-9	4	-1	20	-12
C/C(N)=C(/C#N)C(=O)COC(=O)c1cccc2ccccc12	-16	-54	-22	-56	-69	-7	-4	-12	-5	-24	3
COc1ccc(NC(=O)COC(=O)CCC2CCCC2)c(OC)c1	-20	26	3	-13	-8	3	14	-3	-16	5	-18
COc1ccc(CC(=O)NCCC(C)C)cc1S(=O)(=O)N1CCOCC1	10	-7	15	-2	-13	0	-2	-2	-15	1	2
CCOC(=O)c1ccccc1NC(=O)COC(=O)CN1C(=O)C2CC=CCC2C1=O (stereo unspecified)	-21	4	-5	-7	15	19	-6	-1	3	-14	-14
Cc1ccc(NC(=O)c2c(NC(=O)CCC(=O)O)sc3c2CCCCC3)cc1	-22	-19	30	-27	6	-35	14	-19	-24	-21	-9
COC(=O)c1ccc(OC)c(Cn2c(=O)n(C)c(=O)c3sccc32)c1	-8	30	-28	13	7	-40	-12	-3	x	-12	0
CCCc1nc2oc3c(OCC)ncnc3c2c2c1COC(C)(C)C2	-14	-8	-9	17	-2	22	-21	2	5	-9	-12
O=C(CSc1nc(=O)n(CCCN2CCOCC2)c2c1CCC2)Nc1cccc(F)c1	-5	-8	0	-7	5	16	-6	-3	0	5	-6

Some of the entries so far, with two lines to a compound:
Every second line gives: NCOA1 inh	LRH-1 inv ag	TWEAK-Fn14 inh	Shn3 inh set2	TROY signal inh	CF NFkB inh	KKLEB cytotox	EBV LMP1 NFkB	NR2F2 inh	NCOA3 inh	C8 TRAIL sens
N=C1/C(=C\c2ccc(SCc3ccccc3)o2)C(=O)N=C2SC(CC(=O)N3CCOCC3)=NN12
    3	-9	1	-4	9	4	-4	6	8	5	-11
O=C(COc1ccccc1)NNc1nc2c(F)cc(F)cc2s1
    -1	-3	3	-7	7	6	-9	4	-1	20	-12

Later entries
SMILES	NCOA1 inh	LRH-1 inv ag	TWEAK-Fn14 inh	Shn3 inh set2	TROY signal inh	CF NFkB inh	KKLEB cytotox	EBV LMP1 NFkB	NR2F2 inh	NCOA3 inh	C8 TRAIL sens
CC1(C(=O)Nc2ccc(Cl)c(Cl)c2)CCN1Cc1ccccc1OC(F)F (stereo unspecified)	20	6	13	29	10	23	6	x	-7	-45	33
CC(=O)c1cccc(S(=O)(=O)N2CCN(CCOc3ccccc3)CC2)c1	-5	16	2	14	4	3	2	5	-16	-7	-7
Cc1noc(C)c1CSc1ncnc2ccccc12	-2	5	8	-11	2	3	-12	-6	-9	13	-13
CN(CC(=O)NC1CCCCC1)S(=O)(=O)c1ccc(Br)s1	-8	-2	12	1	-11	3	3	-7	-12	2	-4
COc1ccc(C2C(C(=O)N3CCCC3)c3cc(OC)c(OC)cc3C(=O)N2C)cc1OC (stereo unspecified)	3	1	-4	77	-3	-19	0	-25	10	2	6
Cc1ccc(S(=O)(=O)Nc2nc(C)c(C(=O)NN)s2)cc1	6	5	-2	23	-3	6	-2	3	-5	2	-9
Cc1cc(C)c(C#N)c(SCc2nnc(-c3ccccc3[N+](=O)[O-])o2)n1	-93	-163	-12	-28	45	0	-1	-54	-47	-68	27
C[C@@H]1C(=O)O[C@H]2[C@H]1CC[C@@]1(C)C(=O)C=C[C@@](C)(O)[C@H]21	-12	-30	3	-17	-4	-21	10	-10	-2	3	7
O=C(c1ccc(COc2ccccc2Br)o1)N1CCN(c2ccccn2)CC1	-15	12	11	10	17	5	-26	-3	7	14	-4
NCCCC[C@@H]1NC(=O)c2cc([N+](=O)[O-])cc(F)c2NCCCC[C@@H](C(N)=O)NC(=O)[C@H](CCC(N)=O)NC1=O	1	-10	-7	-4	0	-2	3	4	0	-27	-7

Bioassay records: PubChem, several laboratories

This is a subset (hit frequency here may not be typical).
